EPAC2 antagonist = blocks human EPAC2 exchange factor. Potency, µM (highest dose often 114 µM), inactives show at the top dose activity, negative = inhibition, actives largely listed as inhibitors. Q8WZA2. EPAC2 GEF exchange of Rap1B-BODIPY-GDP, fluorescence. hit rate 0.18% among 360,000; further: potency means the concentration at half of the fitted maximal effect; on the % scale 0 is the no-effect control and ±100 the full control effect; nearly all actives have a fitted effect of over 45% in size; many of its hits are not listed in these tables
Target sequence (Q8WZA2 whole entry, looked up): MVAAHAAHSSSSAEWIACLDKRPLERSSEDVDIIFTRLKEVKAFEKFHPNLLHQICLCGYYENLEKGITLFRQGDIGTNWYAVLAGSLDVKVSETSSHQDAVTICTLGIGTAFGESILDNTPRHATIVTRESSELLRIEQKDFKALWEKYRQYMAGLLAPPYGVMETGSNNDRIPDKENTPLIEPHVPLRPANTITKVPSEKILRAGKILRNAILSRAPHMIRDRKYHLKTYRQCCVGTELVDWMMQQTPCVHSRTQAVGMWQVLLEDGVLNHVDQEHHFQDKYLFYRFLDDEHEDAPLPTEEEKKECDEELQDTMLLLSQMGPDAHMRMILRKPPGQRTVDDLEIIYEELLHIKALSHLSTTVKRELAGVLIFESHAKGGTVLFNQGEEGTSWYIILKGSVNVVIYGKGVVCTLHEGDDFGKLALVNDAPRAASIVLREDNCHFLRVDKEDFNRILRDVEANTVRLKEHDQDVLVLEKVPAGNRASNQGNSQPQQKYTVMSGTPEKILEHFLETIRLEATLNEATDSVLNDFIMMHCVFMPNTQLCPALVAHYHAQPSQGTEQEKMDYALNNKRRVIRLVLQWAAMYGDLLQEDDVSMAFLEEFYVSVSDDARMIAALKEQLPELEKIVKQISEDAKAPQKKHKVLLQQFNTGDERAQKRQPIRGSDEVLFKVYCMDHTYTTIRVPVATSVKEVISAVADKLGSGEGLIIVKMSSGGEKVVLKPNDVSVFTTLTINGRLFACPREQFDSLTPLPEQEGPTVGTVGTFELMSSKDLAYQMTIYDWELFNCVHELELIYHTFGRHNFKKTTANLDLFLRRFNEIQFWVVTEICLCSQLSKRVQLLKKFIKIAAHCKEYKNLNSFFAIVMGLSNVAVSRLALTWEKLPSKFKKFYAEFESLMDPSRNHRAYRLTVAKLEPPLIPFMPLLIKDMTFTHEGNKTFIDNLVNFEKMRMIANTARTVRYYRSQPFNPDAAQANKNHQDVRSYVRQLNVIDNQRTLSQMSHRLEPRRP
DRD3 antagonist = antagonists of human D3 dopamine receptor | P35462 | D3R cells, DiscoveRx beta-arrestin luminescence, antagonist mode; active compounds read low | max response, negative = inhibition, % | hit rate 2.5% among 360,000 | AID 652054; in the data active means max response below about -50%; inconclusive means no clear call, values can overlap the other calls; further: on the % scale 0 is the no-effect control and ±100 the full control effect; mostly tested at two doses, the higher about 12 µM
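Cells expressing the human receptor were seeded at 1500 cells/well, incubated overnight at 37 degrees C in 5% CO2, then exposed to library compounds with dopamine controls for 90 minutes at 37 degrees C before luminescent detection.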
Akt phos inh = inhibitors of Akt phosphorylation. hit rate 0.32% among 360,000. Neuro2A IGF-stimulated pAkt S473 HTRF, 20 min; active compounds read low. AID 651550. activity change, % for hits at 50 µM; in the data active means activity change below about -80%; inconclusive means mostly about -51% to -80%; further: on the % scale 0 is the no-effect control and ±100 the full control effect
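Neuro2A cells in DMEM with 0.5% FBS, overnight at 37 deg C, given compound at single 50 µM final, then IGF (6 nM final) for 20 min at 37 deg C. Lysed; phospho-Akt Ser473 by HTRF after 24 h, 665/615 ratio.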
CCT modulator = modulators of cytosolic chaperonin (CCT/TRiC) activity. purified chaperonin ATPase assay, HTRF ADP detection, 30 min. activity change, % (concentration not given with the values), hits read low. hit rate 0.3% among 360,000; in the data active means activity change below about -30%; further: on the % scale 0 is the no-effect control and ±100 the full control effect
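We incubate TRiC, 40 or 20 nM final, with library compounds at 76 uM and 10 uM ATP for 30 min at 37 °C. ADP formed is detected with Transcreener HTRF reagents after 30 min at room temperature.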
EPAC2 ag = agonists of human EPAC2 (RAPGEF4); Q8WZA2; Potency, µM (doses to about 154 µM), for inactives: top-dose activation, most hits filed as activators; EPAC2 activation, biochemical qHTS; response scale: 100% = 6.5 mM cAMP response; hit rate 0.079% among 360,000; AID 720711; further: potency means the concentration at half of the fitted maximal effect; nearly all actives have a fitted effect of over 50% in size
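Fluorescence exchange assay: 100 nM EPAC2 with 250 nM RAP1B-BODIPY-GDP and 50 uM GDP; compounds tested as a concentration-titration series (qHTS). Loss of Rap1-bound BODIPY-GDP fluorescence read at 480/540 nm; data normalized to 6.5 mM cAMP.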
PTHR1 ag = activates the human parathyroid hormone receptor PTHR1 | HEK293 GP2 PTHR1 cells, GloSensor cAMP luminescence, 1 h | Potency, µM (titrated, usually from 115 µM), for inactives: at the highest dose activation, actives largely listed as activators | hit rate 0.075% among 410,000; further: potency means the concentration at half of the fitted maximal effect; nearly all actives have a fitted effect of over 55% in size; some results filed as inactive show a strong effect at the top dose; inactives centre near -15; many of its hits are not listed in these tables
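HEK-293-derived GP2 cells expressing PTHR1 and a GloSensor cAMP reporter, 3,000/well, plated overnight, given luciferin plus IBMX (each 0.5 mM as added) for 1 h at 37 °C, then compound for 1 h at 37 °C. Luminescence was read after 15 min at room temperature.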
MmCpn inh = blocks the Methanococcus maripaludis chaperonin Mm-Cpn; AID 504842; hit rate 0.031% among 330,000; purified Mm-Cpn ATPase, ADP Transcreener TR-FRET; Potency, µM (titrated, usually from 76.9 µM), for inactives: at the highest dose activity, negative = inhibition, actives largely listed as inhibitors; further: potency means the concentration at half of the fitted maximal effect; on the % scale 0 is the no-effect control and ±100 the full control effect; nearly all actives have a fitted effect of over 80% in size
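ATPase turnover read by TR-FRET ADP competition (Eu cryptate antibody/ADP-d2, 665/590 nm): 10uM ATP final, 25nM Mm-CPN final, 30 min 37degC after 10-min compound preincubation, pH 7.4 Tris/KCl/MgCl2/DTT buffer.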
D3 ag = activates the human D3 dopamine receptor | P35462 | D3R DiscoveRx beta-arrestin cells, luminescence, 90 min | max activation, % | hit rate 0.58% among 410,000 | AID 652048; in the data active means max activation above about 30%; further: 0% is about no effect; mostly tested at two doses, the higher about 12 µM
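Agonist-mode cell screen: cells plated at 1500/well and incubated overnight at 37 °C, then exposed to library compounds for 90 min at 37 °C. Detection reagent was added for 30–60 min at room temperature, and luminescence was read.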
Starred values were filed as active, the others as inactive; i = inactive; ? = inconclusive; / = no result given; [ ] = dose if it differs, or a comment. Unless noted, the call rests on the fitted dose curve; in most records, active means well fitted curve in the direction sought with a large enough effect; inconclusive means small, poorly fitted or top-dose-only effect, or another doubt; inactive means no such curve, though single readings can be large; an effect the other way counts as inactive or inconclusive.

Each structure is followed by: EPAC2 antagonist, DRD3 antagonist, Akt phos inh, CCT modulator, EPAC2 ag, PTHR1 ag, MmCpn inh, D3 ag
COc1ccc(NC(=O)CCN2CCN(c3ccccc3F)CC2)c(OC)c1
→ -5%, -15, i, 0.8, 6%, i, 0%, 29
CC(C)NC(C(=O)Nc1cc(Cl)cc(Cl)c1)c1ccccc1 (centres undefined)
→ -7%[57.1 µM], ?, i, -1.7, -13%, i, -2%, -12
Cc1ccc(CS(=O)(=O)Cc2ccc(C(=O)NCC3CCCO3)o2)cc1 (centres undefined)
→ -4%, 5, i, -1.8, 12%, i, -1%, 1
O=C(O)/C=C/c1cccc(NS(=O)(=O)c2ccccc2)c1
→ -7%, -10, i, -5.5, 5%, i, 1%, 1
COc1cc2nc(CN3CCOCC3)n(CC(=O)N3CCCCCC3)c(=O)c2cc1OC
→ 3%, 11, i, -1.2, 2%, -23%, 1%, -13
CC(=O)c1c(C)nn(CC(=O)NC2CCCN(Cc3ccc(CC(C)C)cc3)C2)c1C (centres undefined)
→ -8%, -9, i, 0.4, -6%, -21%, -1%, 9
CC(C)(C)c1ccc(C(=O)C2CC2)cc1
→ -17%, 5, i, 0.3, -5%, -4%, /, 2
O=C(CNC(=O)c1sc2ccccc2c1Cl)Nc1ccccc1F
→ 6%, -24, i, -1.0, 3%, -2%, 2%, -11
O=C(CSc1nc2ccccc2c(=O)n1Cc1ccco1)N1CCN(c2ccccc2)CC1
→ -3%, 17, i, -0.7, 8%, -2%[57.5 µM], 0%, 0
COc1ccc(-c2nc3ccc(C(=O)NCCCN4CCOCC4)cc3nc2-c2ccc(OC)cc2)cc1
→ -23%, -4, /, -3.7, 10%, i, -2%, -7
COCCn1c(Sc2ccc(C)cc2)nc2c1c(=O)[nH]c(=O)n2C
→ 13%, 12, i, 2.0, 1%, -23%, -2%, 20
O=C1NC(=Nc2ccc(Cl)cc2)SC1Cc1cccc(Cl)c1Cl (centres undefined)
→ -8%, ?, i, 0.9, -4%, -29%, 1%, 1
CC(C)N1CC(C(=O)Nc2ccc(Cl)c(Cl)c2)CC1=O (centres undefined)
→ -2%, -24, i, -3.1, 5%, 15%, -3%, 72*
CSc1ccccc1NC(=O)CN1C(=O)C2CC=CCC2C1=O (centres undefined)
→ 9%, 24, i, -0.9, 2%, i, -1%, 7
O=C(Nc1ccc2c(c1)OCO2)c1csc([C@H]2C[C@H](O)[C@@H](CO)O2)n1
→ 18%, -8, i, -1.6, 15%, -6%, /, -1
C/C(=N/NC(=O)c1ccc(Br)o1)c1ccncc1
→ 8%, 1, i, -3.1, 4%, i, 1%, 3
Cc1c(C(=O)NCc2ccc3c(c2)OCCO3)sc(=O)n1Cc1ccc(S(=O)(=O)N(C)C)cc1
→ -5%, 24, i, 0.9, 3%, -28%, /, 2
Cc1cc2c3c([nH]c2cc1S(=O)(=O)N1CCC2(CC1)OCCO2)CCCC3=O
→ -9%, 1, i, -3.5, 7%, -35%[inhibitor], -21%, 6
N=C1S/C(=C\c2ccccc2F)C(=O)N1c1ccc(F)cc1
→ 8%[57.1 µM], -3, i, 2.0, 5%, -1%, -2%, 1
COc1ccc(-c2nnn(-c3ccc(Cl)cc3Cl)c2N)cc1
→ -2%, -9, i, 1.3, -1%, -7%, -4%, -10
COc1ccc(CN(CC(O)COCc2ccccc2)S(=O)(=O)c2ccccc2Br)cc1 (centres undefined)
→ 5%, 0, i, -0.8, 18%, -23%, 2%, -5
C[C@H]1CCC(=O)N([C@H](CC#N)Cc2ccccc2)CC1
→ 3%, 0, i, -21, -2%, -22%, -1%, -10
O=C(CNc1cc(S(=O)(=O)N2CCOCC2)ccc1N1CCCC1)Nc1ccc(Cl)cc1
→ -11%, -21, i, -1.0, 10%, 23%, /, -4
Cc1ccc(-c2nnn(C/C(N)=N/O)n2)cc1
→ -8%, 15, i, 1.8, 1%, i, 4%, 3
CC[n+]1c(/C=C/N(C)c2ccccc2)oc2ccc(F)cc21
→ -6%, ?, i, -3.3, 20%, -75%[inhibitor], -1%, -9
COc1ccc(NC(=O)C(=O)NCCN2CCN(C(=O)c3ccco3)CC2)cc1
→ -2%, 9, i, 3.2, -2%, i, 2%, 56*
CC1(C)CC2CC(C)(CN2C(=O)COC(=O)c2n[nH]c(=O)c3ccccc23)C1 (centres undefined)
→ -2%, 16, i, 1.4, -10%, -5%[57.5 µM], -1%, 2
COCc1ccc(CN2CCCC(CO)(Cc3cccc(OC)c3)C2)o1 (centres undefined)
→ -10%, -1, i, 0.0, 0%, i, 4%, 1
COc1ccc(/C=C(/NC(=O)c2ccco2)C(=O)N2CCCC2=O)cc1
→ -2%, -12, i, -3.9, 10%, -18%, -1%, -7
CC(=O)C1=C(O)C(=O)N(c2ccc(O)cc2)C1c1ccccc1[N+](=O)[O-] (centres undefined)
→ 2%, -11, i, -1.3, 0%, -4%, 0%, 7

Each structure is followed by: EPAC2 antagonist, DRD3 antagonist, Akt phos inh, CCT modulator, EPAC2 ag, PTHR1 ag, MmCpn inh, D3 ag
COC(=O)CSc1nc(-c2ccc(C)cc2)c2c(c1C#N)CCCC2
→ -4%, 55, i, 0.1, 8%, -36%[inhibitor][57.5 µM], ?, -2
Cc1cc(F)ccc1S(=O)(=O)N1CCCOC1CNC(=O)C(=O)NCc1ccco1 (centres undefined)
→ 2%, 4, i, -2.6, 8%, i, 0%, -3
Nc1c(C(=O)N/N=C/c2cccnc2)cnn1-c1ccccc1
→ 4%, 24, i, -3.6, 2%, i, 3%, -4
O=C1c2oc3ccccc3c(=O)c2C(c2cccs2)N1CCCN1CCOCC1 (centres undefined)
→ 2%, -24, i, -4.1, 4%, -14%[57.5 µM], 0%, -3
CCOc1cc(NC(=S)Nc2cccc(OC)c2)c(OCC)cc1NC(=O)c1ccc(C)cc1
→ 10%, 17, i, -2.5, 8%, -6%[57.5 µM], -1%, -1
Cc1ccc(-c2csc(NC(=O)COC(=O)c3cccc(S(=O)(=O)N4CCOCC4)c3)n2)cc1
→ -6%, 20, i, 0.2, 8%, -17%[57.5 µM], -1%, -5
CCOC(=O)N1CCN(C(=O)CCn2c(=O)[nH]c3ccsc3c2=O)CC1
→ 13%, 1, i, 2.5, 6%, i, -1%, 19
CCOc1ccc2nc(SCC(=O)NCC3CCCO3)c(C#N)cc2c1 (centres undefined)
→ 1%, -13, i, 2.0, 0%, i, -12%, 2
CCN(CC)c1cc(Cl)c2nonc2c1N
→ -20%, 14, i, -3.1, 10%, -9%, 1%, 2
COc1ccc2c(CC(=O)Nc3ccc(OC)c(S(=O)(=O)N4CCOCC4)c3)coc2c1
→ -2%, 10, i, -0.5, 2%, -11%, 1%, -3
CCN(CC)CCOC(=O)C1(c2ccc(OC)c(OC)c2)CCCC1
→ 12%, -16, i, 0.8, 0%, i, 0%, -35
CCn1ccnc1CN(C)C(=O)C1CCC(=O)N(Cc2cccc(F)c2)C1 (centres undefined)
→ 7%, -1, i, -4.6, 9%, 1%, -1%, 3
CCCn1c(=O)c(C#N)cn(C2CC2)c1=O
→ 9%, -24, i, -1.0, 14%, -43%[inhibitor], 1%, -9
O=C(Oc1ccc(=O)n(-c2ccccc2)n1)c1cccc(Cl)c1
→ 1%, 5, i, -4.1, 6%, i, 0%, 3
COc1ccc(-n2nc3c(c2NC(=O)CBr)CSC3)cc1
→ 2%, 10, i, -1.4, 7%, i, 1%, 3
Cc1ccc(S(=O)(=O)N(C)C)cc1NC(=O)COC(=O)c1c(C)noc1C
→ 8%, 2, i, -3.4, -3%, -29%, 0%, 1
CCOC(=O)N1CCN(C(=O)Nc2ccc(Cl)cc2Cl)CC1
→ -5%, -28, i, -1.5, 7%, i, 1%, -3
Cc1cnc(NC(=O)Cc2ccc(S(=O)(=O)N3CCOCC3)s2)s1
→ 13%, -3, i, -3.3, 2%, -1%, 0%, 3
O=C(COC(=O)c1cc(-c2cccs2)nc2ccccc12)NC1CCS(=O)(=O)C1 (centres undefined)
→ ?, 26, i, -5.9, 15%, -19%, -3%, -2
CCOC(=O)Nc1ccc(OCc2nnc3c4ccccc4c(C)nn23)cc1
→ -4%, 8, i, -0.4, -2%, -3%, 2%, 2
COc1cc(SC)ccc1C(=O)Nc1cc(C)ccn1
→ -5%, -10, i, -0.7, 13%, -28%, -18%, -7
O=C(Nc1ccc(F)cc1)C1CCCN(S(=O)(=O)c2ccc3[nH]c(=O)ccc3c2)C1 (centres undefined)
→ 11%, -20, i, -0.7, -1%, i, -1%, 1

Entries shown so far that have two or more sulfur atoms, in the order listed:
Each structure is followed by: EPAC2 antagonist, DRD3 antagonist, Akt phos inh, CCT modulator, EPAC2 ag, PTHR1 ag, MmCpn inh, D3 ag
Cc1c(C(=O)NCc2ccc3c(c2)OCCO3)sc(=O)n1Cc1ccc(S(=O)(=O)N(C)C)cc1
→ -5%, 24, i, 0.9, 3%, -28%, /, 2
Cc1ccc(-c2csc(NC(=O)COC(=O)c3cccc(S(=O)(=O)N4CCOCC4)c3)n2)cc1
→ -6%, 20, i, 0.2, 8%, -17%[57.5 µM], -1%, -5
Cc1cnc(NC(=O)Cc2ccc(S(=O)(=O)N3CCOCC3)s2)s1
→ 13%, -3, i, -3.3, 2%, -1%, 0%, 3
O=C(COC(=O)c1cc(-c2cccs2)nc2ccccc12)NC1CCS(=O)(=O)C1 (centres undefined)
→ ?, 26, i, -5.9, 15%, -19%, -3%, -2

A second format for part of the listing above.
smiles | EPAC2 antagonist | DRD3 antagonist | Akt phos inh | CCT modulator | EPAC2 ag | PTHR1 ag | MmCpn inh | D3 ag
Cc1ccc(S(=O)(=O)N(C)C)cc1NC(=O)COC(=O)c1c(C)noc1C | 8% | 2 | i | -3.4 | -3% | -29% | 0% | 1
COc1cc(SC)ccc1C(=O)Nc1cc(C)ccn1 | -5% | -10 | i | -0.7 | 13% | -28% | -18% | -7

These rows are one share of the data; the hit share may differ from the screen's.
